Bioassay records deposited in PubChem BioAssay by several laboratories.
UHRF1 MBD2 ctr – UHRF1 methylated DNA binding inhibitors, primary screen, counter-screen for MBD2 inhibitor project, biochemical, TR-FRET, human UHRF1, single concentration; E3 ubiquitin-protein ligase UHRF1 (Homo sapiens), Q96T88; UHRF1 binding to methylated oligo; inhibition, % at 4.4 µM; 0.75% of 370,000 active; AID 687016, 2013; in the data active = inhibition above about 21%;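 also: UHRF1 SRA domain binding a hemimethylated CpG hairpin DNA probe; 0% = median of test compound wells and 100% = reference inhibitor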
Target sequence (Q96T88 whole entry, looked up, the tested form may be a part): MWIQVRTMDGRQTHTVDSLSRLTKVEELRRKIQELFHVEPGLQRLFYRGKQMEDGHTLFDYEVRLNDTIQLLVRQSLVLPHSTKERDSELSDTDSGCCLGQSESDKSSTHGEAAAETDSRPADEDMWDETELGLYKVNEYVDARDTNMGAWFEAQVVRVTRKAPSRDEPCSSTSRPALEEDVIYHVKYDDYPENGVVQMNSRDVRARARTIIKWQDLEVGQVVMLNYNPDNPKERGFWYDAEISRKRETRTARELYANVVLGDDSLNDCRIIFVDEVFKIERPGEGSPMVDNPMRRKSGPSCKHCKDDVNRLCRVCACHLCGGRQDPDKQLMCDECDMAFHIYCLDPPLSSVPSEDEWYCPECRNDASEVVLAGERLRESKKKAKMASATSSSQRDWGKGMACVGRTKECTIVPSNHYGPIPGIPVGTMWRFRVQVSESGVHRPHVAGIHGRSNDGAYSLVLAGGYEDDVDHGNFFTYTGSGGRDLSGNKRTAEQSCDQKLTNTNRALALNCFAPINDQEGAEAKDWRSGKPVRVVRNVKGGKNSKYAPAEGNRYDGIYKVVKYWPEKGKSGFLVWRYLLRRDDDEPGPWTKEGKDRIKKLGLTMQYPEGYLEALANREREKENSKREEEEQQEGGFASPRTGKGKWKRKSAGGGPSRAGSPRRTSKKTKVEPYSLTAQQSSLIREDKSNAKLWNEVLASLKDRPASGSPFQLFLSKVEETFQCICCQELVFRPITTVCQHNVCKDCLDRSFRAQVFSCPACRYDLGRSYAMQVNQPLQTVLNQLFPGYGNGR
ARFGAP1 inhibitor – inhibitors of rat ARFGAP1 GAP activity, primary screen, biochemical, fluorescence polarization, GDP tracer; ADP-ribosylation factor GTPase-activating protein 1 (Rattus norvegicus), Q62848; Arfgap1-stimulated ARF1 GTP hydrolysis, GDP FP detection; inhibition, % at 16.5 µM; 0.26% of 360,000 active; AID 651572, 2012;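 active = inhibition above a per-plate limit, mean inhibition of low control wells plus 3 SD, cut at about 25% in these data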;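 also: 0% = DMSO wells with enzyme and 100% = wells lacking Arfgap1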
Target sequence (Q62848 1-136 limits assumed): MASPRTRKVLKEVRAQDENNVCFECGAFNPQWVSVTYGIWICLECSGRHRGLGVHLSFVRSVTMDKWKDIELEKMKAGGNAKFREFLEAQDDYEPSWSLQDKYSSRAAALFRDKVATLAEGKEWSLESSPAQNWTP
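Repeats: one replicate per compound; assay system: rat Arfgap1 catalytic domain, aa 1-136; times: enzyme reaction 120 min at 25 °C after 20 min preincubation; detection: FP of antibody-bound GDP Alexa 633 tracer, ex 620/em 688 nm; benchmarks: high control wells lacking Arfgap1, low control full reaction with DMSO; reagent: human ARF1(Δ1-17)-GTP substrate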
HGIII-sPLA2 inh – human group III sPLA2 inhibitors, primary screen, biochemical, QFRET, BODIPY PC-A2 liposome substrate. Group 3 secretory phospholipase A2 (Homo sapiens), Q9NZ20. QFRET BODIPY PC-A2 liposome hydrolysis, fluorescence. inhibition, % at 12.2 µM. 0.56% of 370,000 active. AID 743126, 2013;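 active = inhibition above mean plus 3 SD of compounds lying within the high and low control bounds, cut at about 19% in these data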;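 also: 0% = median of test compound wells and 100% = no enzyme DMSO wells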
PLCg1 inh – PLC-gamma1 enzyme inhibitors, primary screen, biochemical, fluorescence, purified enzyme. fluorogenic substrate. inhibition, % at 12.2 µM. 0.84% of 370,000 active. AID 720700, 2013; in the data active = inhibition above about 9.5%
proKLK7 act – proKLK7 zymogen activators, primary screen, biochemical, fluorescence intensity; Kallikrein-7 (Homo sapiens), P49862; purified proKLK7, EDANS-DABCYL substrate fluorescence; 100% is mature enzyme control, 0% vehicle; activation, % at 7 µM; 0.9% of 370,000 active;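 active = activation above the mean of all tested compounds plus 3 SD, computed per campaign excluding outliers beyond control limits, cut at about 13% in these data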
Tn7 DDE FP – inhibitors of Tn7 peptide binding to fibrin DD(E), primary screen, biochemical, fluorescence polarization, human fibrin, Tn7 probe. FP displacement of FITC-Tn7 peptide from fibrin DD(E); 0% = median of compound wells per plate. inhibition, % at 8.3 µM. 0.13% of 370,000 active;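 active = inhibition above the mean of compounds falling within the control limits plus 3 SD of them, cut at about 14% in these data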;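 also: 0% = plate median of compound wells and 100% = 10 µM Aha-Tn7 peptide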
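System: human fibrin DD(E); quantity: Fibrin-DD(E) at 2 µM final; also added: fluorescent Tn7 probe at 0.1 µM; compound dosing: single nominal test concentration of 8.3 µM per compound; schedule: 10 min preincubation, 3 h with tracer, room temperature; detection: fluorescence polarization of the labelled Tn7 tracer; repeats: one replicate per compound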
PLC-beta3 inh – human PLC-beta3 inhibitors, primary screen, biochemical, fluorescence. 1-phosphatidylinositol 4,5-bisphosphate phosphodiesterase beta-3 (Homo sapiens), Q01970. AID 720704, 2013. 0.18% of 370,000 active. inhibition, % at 12.2 µM. Purified PLC-beta3, fluorogenic substrate; in the data active = inhibition above about 11%;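 also: 0% = median of compound wells on plate and 100% = full blocker control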
ASAP1 inh – inhibitors of human ASAP1 ArfGAP activity, primary screen, biochemical, fluorescence polarization | AID 624377, 2012 | Arf-GAP with SH3 domain, ANK repeat and PH domain-containing protein 1 (Homo sapiens), … | ASAP1-stimulated ARF1 GTP hydrolysis, GDP FP detection | 0.19% of 360,000 active | inhibition, % at 16.5 µM; in the data active = inhibition above about 25%;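 also: 0% = vehicle with enzyme and substrate and 100% = no enzyme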
DDE Tn6 FP inh – inhibitors of Tn6 peptide binding to fibrin DD(E), primary screen, biochemical, fluorescence polarization, human fibrin, Tn6 probe | inhibition, % at 8.3 µM | Fibrin DD(E) TRITC-Tn6 fluorescence polarization displacement | Fibrinogen beta chain (Homo sapiens), P02675 | AID 720509, 2013 | 0.21% of 370,000 active;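 active = inhibition above a per-campaign cutoff: mean of compounds within control limits plus 3 SD, cut at about 15% in these data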;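 also: 0% = median of all compound wells on the plate and 100% = blocking peptide control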
Rev-erbA mod – modulators of Rev-erb alpha DNA binding, primary screen, biochemical, FITC-DNA, fluorescence polarization, uHTS | Nuclear receptor subfamily 1 group D member 1 (Homo sapiens), P20393 | Rev-erbα–FITC-DNA binding, 90 min | activity, % at 10 µM | 0.79% of 370,000 active | AID 1259318, 2017;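 active = activity above about 14%, limit read from the data; passing the limit was not always enough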;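 also: 0% = DMSO wells with 35 nM protein and 100% = DMSO wells with 750 nM protein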
An asterisk follows results filed as active; i = inactive.

Sample of the layout (two entries):
SMILES | UHRF1 MBD2 ctr | ARFGAP1 inhibitor | HGIII-sPLA2 inh | PLCg1 inh | proKLK7 act | Tn7 DDE FP | PLC-beta3 inh | ASAP1 inh | DDE Tn6 FP inh | Rev-erbA mod
CCOC(=O)CNC(=O)c1cn(CC(C)C)c(=O)c2cc(OC)c(OC)cc12 | -2 | 7 | 3 | -1 | -0.8 | -4 | 2 | 11 | -1 | -3
COc1cc(F)ccc1CN1CCC(n2nccc2NC(=O)C2CCOC2)CC1 (stereo not drawn) | 1 | 3 | 2 | -1 | 0.0 | 2 | -7 | 0 | 2 | -5

Results, repeating the preview:
SMILES | UHRF1 MBD2 ctr | ARFGAP1 inhibitor | HGIII-sPLA2 inh | PLCg1 inh | proKLK7 act | Tn7 DDE FP | PLC-beta3 inh | ASAP1 inh | DDE Tn6 FP inh | Rev-erbA mod
CCOC(=O)CNC(=O)c1cn(CC(C)C)c(=O)c2cc(OC)c(OC)cc12 | -2 | 7 | 3 | -1 | -0.8 | -4 | 2 | 11 | -1 | -3
COc1cc(F)ccc1CN1CCC(n2nccc2NC(=O)C2CCOC2)CC1 (stereo not drawn) | 1 | 3 | 2 | -1 | 0.0 | 2 | -7 | 0 | 2 | -5
CCN(c1ccccc1)S(=O)(=O)c1ccc(Cl)c(NC(=O)CN(C)C2CCN(C)CC2)c1 | 3 | -4 | -5 | 5 | 0.2 | 6 | 3 | -7 | 4 | 5
COC(=O)c1sc(NC(=O)CSc2nnnn2-c2ccc(C)cc2C)nc1C | 0 | -3 | 1 | 0 | 0.5 | 1 | 2 | -18 | -9 | 5
CC1(C)C(=O)Nc2ccccc2N1C(=O)COC(=O)c1cc(S(=O)(=O)N2CCOCC2)ccc1F | 0 | 1 | 1 | 0 | 0.4 | 0 | 0 | 14 | -5 | -6
Cc1nc2cc(-c3cccc(F)c3)nn2c(C)c1CCC(=O)NC(C)c1ccc2c(c1)OCCO2 (stereo not drawn) | -1 | 8 | -10 | -29 | -0.3 | -3 | -42 | 13 | -4 | 0
O=C(NCCNC(=O)c1cc(F)cc(F)c1)c1cc(F)cc(F)c1 | 1 | -7 | -2 | 3 | 0.3 | 1 | -3 | -5 | 2 | -1
C/C(CC(=O)Nc1ccc(N(C)C)cc1)=N\NC(=O)c1ccncc1 | -5 | 6 | 1 | 0 | 0.2 | 6 | 2 | 16 | 3 | -7
O=c1[nH]cc(CN2CCOCC2)c(=O)[nH]1 | -1 | 19 | 2 | 1 | 0.0 | -8 | -3 | -9 | -2 | -1
Cc1cc(C(N)=O)c2cc(Br)ccc2n1 | -1 | 3 | -2 | 1 | 1.0 | -7 | 2 | -2 | -9 | -2
CCN(c1ccccc1)S(=O)(=O)c1ccc(OCC(F)(F)F)c(NC(=O)c2ccc(=O)[nH]c2)c1 | -2 | 4 | -16 | 3 | -0.2 | -3 | -2 | 2 | -2 | -1
COc1ccccc1NC(=S)NNC(=S)Nc1ccc(OC(F)F)cc1 | 1 | 3 | 8 | 1 | 0.1 | -7 | 0 | 4 | 5 | 3
CCOC(=O)CSc1nc2ccsc2c(=O)[nH]1 | -1 | -3 | 1 | 0 | 0.2 | 0 | 0 | 6 | -3 | 1
Oc1c(Br)cc(Br)cc1C=Nc1ccc2[nH]ncc2c1 | -10 | -6 | -5 | -28 | -0.2 | -11 | -44 | 9 | -10 | 8
COCc1cc(N2CCN(C(=O)OC(C)(C)C)C[C@H]2C)ccc1N1CC[C@@H](O)C1 | 1 | 3 | -4 | -14 | 0.3 | -3 | -23 | -5 | -3 | -1
Cc1cccc(NC(=O)C2C(C(=O)O)C3C=CC2C32CC2)c1C (stereo not drawn) | -3 | -1 | 0 | 0 | -0.7 | 1 | -1 | -11 | -1 | 3
CCOC1=C2[C@@H](CN(S(=O)(=O)c3ccc(C)cc3)[C@H]2c2cccc3ccccc23)[C@H]2C(=O)N(C3CCCCC3)C(=O)[C@H]2C1 | 2 | -1 | 2 | -1 | 0.3 | -11 | -3 | -13 | 3 | 5
CC1(C)c2ccccc2-c2nc3ccccc3cc2C1N1CCOCC1 (stereo not drawn) | 2 | -1 | 14 | 5 | -1.1 | -1 | 0 | 11 | -1 | 2
COc1ccccc1N1CCN(C(=O)c2cccc3c(=O)c(C)c(-c4ccccc4)oc23)CC1 | 1 | -1 | -3 | 1 | 1.1 | 2 | -2 | -3 | 3 | 5
CCN1/C(=C/c2cccc[n+]2C)Sc2ccc(OC)cc21 | -82 | -1 | 3 | 8 | 0.1 | -7 | -5 | 1 | 7 | 6
CCOC(=O)c1cnc2c(Cl)cccc2c1NCCCN1CCOCC1 | 5 | 7 | 4 | 0 | -0.4 | 0 | -4 | -9 | 1 | -4
COc1ccc(CN2CCC(=O)N([C@H](CO)CC(C)C)CC2)cc1 | 2 | 0 | 7 | 2 | -0.1 | -4 | 0 | 5 | -2 | -7
COC(=O)CC1=NN(c2nc(C)cc(C)n2)C(=O)C1 | -2 | -18 | 3 | -1 | 0.2 | 3 | -8 | 11 | -1 | -3
CC1CCC/C(=N\NC(=O)COc2ccccc2Cl)C1 (stereo not drawn) | -1 | -6 | -4 | 2 | 0.5 | 1 | -4 | -4 | 6 | 1
Cc1ccccc1S(=O)(=O)N(C)C[C@H]1OCc2cnnn2CCCC(=O)N([C@H](C)CO)C[C@H]1C | 0 | -4 | 8 | 3 | -0.2 | 0 | -2 | -2 | 5 | -5
COC(=O)C1=C(C)NC2=C(C(=O)CC(C)(C)C2)C1c1ccsc1 (stereo not drawn) | 1 | 2 | 0 | -138 | 5.5 | -10 | -159 | -18 | -2 | 4
Cc1cccc(NC(=O)CSc2nnc(Cn3nnc(-c4ccccc4)n3)n2-c2ccccc2)c1 | -2 | 3 | -22 | 1 | 0.2 | 2 | 1 | 14 | 3 | -3
CCOC(=O)N1CCN(C(=O)c2cnn3c(C(F)(F)F)cc(-c4cccs4)nc23)CC1 | -2 | -2 | 0 | -88 | 0.7 | 0 | -134 | -12 | 2 | 3
CC(=O)Nc1ccc(N/C=C(\C=O)c2nc3ccccc3o2)cc1 | -2 | -6 | -2 | -6 | -0.3 | -1 | -2 | 5 | -2 | 3
COC(=O)Cn1nc(-c2ccc(C)cc2)c2ccccc2c1=O | 0 | 8 | 5 | 3 | -0.2 | -4 | 1 | -1 | -3 | -3
COC(=O)c1c[nH]c(=O)c2ccccc12 | 0 | -12 | -3 | -79 | -9.3 | 2 | -98 | -5 | 16* | -1
C=CCNc1ccc2c(c1)OC[C@H](CC(C)C)NS2(=O)=O | 19 | 13 | -8 | 1 | 0.4 | 1 | -2 | -6 | -1 | 7
Cc1nn2c(=O)c3c4c(sc3nc2n1-c1ccccc1)COC(C)(C)C4 | 3 | 1 | 14 | -2 | -0.3 | -4 | -4 | -13 | -1 | 0
CCN(c1ccc(C)cc1C)S(=O)(=O)c1nnc(NC(=O)C(C)(C)C)s1 | 0 | -6 | -18 | 3 | 0.6 | 5 | -1 | 1 | -3 | 3
O=C1C(O)=C(O)C(=O)c2ccccc21 | 7 | 4 | 12 | 5 | 3.4 | 6 | -1 | 30* | 11 | 1
COc1ccc(Cc2nc3ccc(C(=O)NC(C)Cc4ncccc4C)cc3o2)cc1OC (stereo not drawn) | 3 | 2 | -3 | -9 | -0.9 | -2 | -17 | -11 | -7 | -4
c1ccc2c(c1)CC/C2=N/Nc1nc2ccccc2[nH]1 | 4 | 6 | 3 | -7 | -0.1 | -5 | -15 | 2 | -13 | -2
COc1ccccc1-c1c(C)oc2c(CN3CCN(C)CC3)c(O)ccc2c1=O | -1 | 8 | 2 | i | 62* | 8 | i | -5 | -3 | 0
CCOC(=O)C(C)Sc1nc(-c2ccccc2)nc2ccc(F)cc12 (stereo not drawn) | 2 | 9 | 4 | -2 | -0.5 | 2 | -3 | 5 | -5 | 10
CCCC(=O)c1cc2ccccc2oc1=O | 3 | 22 | 9 | 1 | 0.6 | -4 | 0 | 12 | -4 | -8
Cn1cccc1C(=O)NNC(=O)COc1ccccc1Cl | 0 | -1 | 4 | -3 | -0.4 | 5 | 1 | 4 | -5 | -6
O=C(NNC(=O)C1CCC1)c1ccc(Br)cc1 | -2 | 8 | -1 | -1 | -0.3 | 2 | -3 | -15 | -1 | 0
Cc1cc(NC(=O)Nc2ccc(C)c(C)c2)no1 | -1 | -1 | -6 | 0 | -0.6 | 11 | -2 | -6 | -6 | 5
COC(=O)C1CCN(C(=O)CN2C(=O)NC(CCc3ccccc3)C2=O)CC1 (stereo not drawn) | 3 | 7 | 8 | -1 | -0.6 | 12 | -3 | -8 | -2 | 4
CCN(C(=O)c1cccc(Br)c1)c1ccccc1 | 1 | -2 | 0 | -2 | -0.3 | 2 | 1 | -1 | -6 | -7
CCCN(Cc1nnc(-c2cccs2)o1)C(=O)CN1C(=O)NC2(CCC(C)CC2)C1=O (stereo not drawn) | 7 | -2 | 2 | 1 | 0.2 | -3 | -2 | -14 | -1 | 2
CCC(C)(C)c1nnc(NC(=O)c2ccc([N+](=O)[O-])cc2)s1 | -2 | -4 | 1 | 3 | 0.5 | -3 | 4 | -2 | 2 | 0
O=S(=O)(c1cccc(C(F)(F)F)c1)N1CCC(c2nc3ccccc3[nH]2)CC1 | 0 | 6 | -6 | 2 | 0.5 | -6 | -3 | 6 | -3 | -3
Cc1cc(CNC(=O)c2cc(-c3ccccc3)nc3ccccc23)nn1C | -2 | -1 | -4 | 0 | -0.4 | -1 | -7 | 2 | -1 | 2
O=C(Nc1ccccc1OCc1ccccc1)c1ccccc1Br | -1 | 0 | -4 | -3 | -0.6 | 6 | -7 | 0 | -4 | 4
CCOc1ccc(NC(=O)c2sc3nc(N4CCOCC4)c4c(c3c2N)CCCC4)cc1 | 14 | 5 | 3 | -10 | 0.7 | 1 | -19 | 13 | 2 | 19
COc1ccccc1NC(=S)NNC(=O)c1ccc(O)cc1 | 3 | 10 | 9 | 0 | -0.5 | 2 | 1 | -5 | -9 | -2
